HEK293 tox – cytotoxic in the GLP-1 receptor inverse agonist counter-screen; Potency, µM (top dose mostly 38.3 µM), for the others: at the top dose activity change, negative = inhibition, most hits filed as inhibitors; HEK293 cAMP-luciferase reporter cells, luminescence, 24 h; actives 0.13% (n = 410,000);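 further: loss of luciferase light is scored as toxicity; potency means the concentration at half of the fitted maximal effect; on the % scale 0 is the no-effect control and ±100 the full control effect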
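MLSMR compounds, 24 hr on cells at 37 deg C/5% CO2; luminescence after luciferase reagent (12 min RT). Inhibition counted as the undesired cytotoxic outcome.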
GLP1R ag – agonists of human GLP-1 receptor | P43220 | HEK293 GLP-1R CRE-luciferase, luminescence, 4-6 h; cells express a hypersensitive GLP-1R form | Potency, µM (series often up to 45.6 µM), for the others: top-dose activation, most hits filed as activators | actives 0.007% (n = 380,000) | AID 624172; further: potency means the concentration at half of the fitted maximal effect; % of control where 0% means no effect
GLP-1R inv ag – GLP-1 receptor (human) inverse agonism; HEK293 GLP-1R CRE-luciferase, luminescence, 24 h; GLP-1R form is constitutively active; Potency, µM (highest dose often 38.3 µM), for inactives: at the top dose activity change, negative = inhibition, hits mostly inhibitors; actives 1.6% (n = 410,000); further: potency means the concentration at half of the fitted maximal effect; on the % scale 0 is the no-effect control and ±100 the full control effect; nearly all actives have a fitted effect of over 55% in size
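Using stably transfected HEK293 (constitutively active GLP-1R, cAMP-luciferase reporter), compounds were incubated 24 hr and luciferase measured by luminescence.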
PI5P4Ka inh – PI5P4K alpha (human) kinase inhibition. max response, %. PI5P4Kalpha enzyme, ADP-Glo luminescence, 60 min; hits give low values. actives 1.2% (n = 330,000). P48426; active means max response of -50% or lower; inconclusive means between -30% and -50%; inactive means -30% or higher; further: value at the top dose of about 77 µM; on the % scale 0 is the no-effect control and ±100 the full control effect
Target sequence (P48426 whole entry, looked up): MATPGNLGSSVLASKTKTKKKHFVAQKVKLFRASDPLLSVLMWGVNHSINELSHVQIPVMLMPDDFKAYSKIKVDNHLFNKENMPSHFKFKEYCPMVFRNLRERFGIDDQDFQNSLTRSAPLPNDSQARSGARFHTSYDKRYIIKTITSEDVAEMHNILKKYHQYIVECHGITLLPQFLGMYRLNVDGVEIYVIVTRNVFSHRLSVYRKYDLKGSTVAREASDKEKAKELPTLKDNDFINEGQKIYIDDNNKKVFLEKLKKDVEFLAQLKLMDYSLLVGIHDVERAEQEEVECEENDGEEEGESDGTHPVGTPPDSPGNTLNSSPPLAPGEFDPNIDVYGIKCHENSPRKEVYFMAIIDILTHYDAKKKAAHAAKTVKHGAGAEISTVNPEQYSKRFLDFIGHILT
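Luminescence from ADP-Glo served as readout of PI5P4Kalpha activity in a qHTS format. Reaction: enzyme, substrate, compound, ATP at 5 microM final, 60 min at RT.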
PLK1 PBD block – blocks phosphopeptide binding to human PLK1 polo-box domain; AID 720504; Potency, µM, inactives show max response, negative = inhibition, hits mostly inhibitors; Plk1 PBD binding of FITC phosphopeptide, fluorescence polarization; actives 2.8% (n = 360,000); further: potency means the concentration at half of the fitted maximal effect; series mostly up to about 57 µM; on the % scale 0 is the no-effect control and ±100 the full control effect; nearly all actives have a fitted effect of over 65% in size
IL2 activator – activators of IL-2; IL-2 activation reporter assay, cell-based qHTS; stimulated with anti-CD3/CD4/CD28 beads; in transgenic mouse T cells; activation, % (series mostly up to about 46 µM); actives 0.065% (n = 360,000); AID 652025; in the data active means activation above about 50%; inconclusive means mostly about 30% to 49%; further: 0% is about no effect
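Screening format: compound pinned onto unstimulated transgenic mouse T cells, 60 min incubation, then anti-CD3/anti-CD4/anti-CD28 bead stimulation for 18 hours at 37 degrees C, followed by EGFP and DsRed detection.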
D3 antag – blocks the human D3 dopamine receptor; actives 2.5% (n = 360,000); max response, negative = inhibition, %; P35462; D3R cells, DiscoveRx beta-arrestin luminescence, antagonist mode; hits give low values; in the data active means max response below about -50%; inconclusive means no clear call, values can overlap the other calls; further: on the % scale 0 is the no-effect control and ±100 the full control effect; mostly tested at two doses, the higher about 12 µM
Target sequence (P35462 whole entry, looked up): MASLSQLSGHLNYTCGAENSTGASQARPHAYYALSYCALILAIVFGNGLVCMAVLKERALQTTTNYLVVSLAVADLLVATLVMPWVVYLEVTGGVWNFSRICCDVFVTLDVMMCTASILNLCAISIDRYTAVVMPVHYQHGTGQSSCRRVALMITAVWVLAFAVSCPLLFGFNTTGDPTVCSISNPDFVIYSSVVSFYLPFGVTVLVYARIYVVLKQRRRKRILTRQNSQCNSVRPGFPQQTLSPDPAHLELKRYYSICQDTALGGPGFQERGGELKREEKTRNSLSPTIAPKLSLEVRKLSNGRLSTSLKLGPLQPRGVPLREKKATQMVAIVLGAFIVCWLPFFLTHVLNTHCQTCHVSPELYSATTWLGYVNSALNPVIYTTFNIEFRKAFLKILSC
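Cells plated overnight at 1500 cells/well, then exposed to library compounds with dopamine controls for 90 minutes at 37 degrees C. DiscoveRx reagent added for 30–60 minutes at room temperature; luminescence read, quantitative HTS format.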
WRN helicase inh – inhibitors of human WRN helicase; WRN helicase unwinding, fluorescent forked duplex, kinetic; Potency, µM (series often up to 114 µM), without a hit: at the highest dose activity change, negative = inhibition, actives largely listed as inhibitors; actives 0.46% (n = 360,000); further: potency means the concentration at half of the fitted maximal effect; on the % scale 0 is the no-effect control and ±100 the full control effect; nearly all actives have a fitted effect of over 55% in size
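Primary qHTS, 1536-well format. 20 nM WRN + compound, 15 min RT; start with 100 nM forked fluorophore/quencher duplex, 2 mM ATP (final); kinetic read ex 525/em 598 nm.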
DRD3 agonist – activates the human D3 dopamine receptor | D3R DiscoveRx beta-arrestin cells, luminescence, 90 min | max activation, % | actives 0.58% (n = 410,000) | P35462; in the data active means max activation above about 30%; further: 0% is about no effect; mostly tested at two doses, the higher about 12 µM
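Agonist-mode cell screen: cells plated at 1500/well and incubated overnight at 37 °C, then exposed to library compounds for 90 min at 37 °C. Detection reagent was added for 30–60 min at room temperature, and luminescence was read.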
* hit, by the source's call; ? = inconclusive; · = no result given; & = joins results of further samples; [ ] = remark or other dose. Unless noted, the call rests on the fitted dose curve; in most records, active means well fitted curve in the direction sought with a large enough effect; inconclusive means small, poorly fitted or top-dose-only effect, or another doubt; inactive means no such curve, though single readings can be large; an effect the other way counts as inactive or inconclusive.

SMILES	HEK293 tox	GLP1R ag	GLP-1R inv ag	PI5P4Ka inh	PLK1 PBD block	IL2 activator	D3 antag	WRN helicase inh	DRD3 agonist
CC1Oc2cc3oc4c(O)c(O)ccc4c(=O)c3c(O)c2C1(C)C (stereo not given)	-6%	-6%	-7%	?	-12%	-0.4	2	-14%	8
O=C(Nc1ccc(F)cc1F)c1csc(-c2cccs2)n1	-8%	1%	23%	2	-3%	1.2	-6	-7%	3
CCCOc1ccc(N2C(=O)CC(N(CCCO)C(=O)CC)C2=O)cc1 (stereo not given)	-2%	-3%	8%	4	-1%	2.4	4	-11%	2
CCCCSc1nnc(-c2ccccc2N)c(=O)[nH]1	2%	-1%	26%	·	-3%	-2.9	-26	-10%[57.1 µM]	6
Cc1ccc(-c2nnn3c2nc(NC(C)C)c2ccccc23)cc1	14%	5%	56%[activator]	20	-12%	-1.6	-9	2%[57.1 µM]	-2
CCOc1cc(S(=O)(=O)N2CCCCCC2)ccc1F	1%	10%	0%	·	-1%	-4.2	-9	5%	-9
CCCCCCn1c2c(c(=N)c3c1CCC3)CCC2	-27%	2%	?	·	-2%	-1.2	-19	-3%	-6
O=C(NN1C(=O)C2C3c4ccccc4C(c4ccccc43)C2C1=O)c1ccccc1 (stereo not given)	-19%	1%	3%	3	-8%	-2.4	-3	-11%	-3
CN(C)C(CNC(=O)C1CCCN1C(=O)c1cccs1)c1ccccc1 (stereo not given)	-3%	7%	-30%	-1	-10%	-0.4	-16	3%	-30
Cc1ccc(C(=O)Nc2nc(C)c(C)s2)o1	69%[activator]	1%	?	-6	-8%	-1.7	4	-4%	0
CCCOC(=O)C[N+](C)(C)CCOC1CC2CCC1(C)C2(C)C (stereo not given)	3%	8%	2%	-2	-11%	-3.9	-8	3%	-12
COc1ccc(S(=O)(=O)N(C)C)cc1NC(=O)c1ccc(OCC2CCCO2)cc1 (stereo not given)	-6%	-1%	6%	-7	-4%	-1.9	-28	7%	-6
Cc1ccsc1C(=O)N1CCC1(C)C(=O)NS(=O)(=O)c1ccccc1 (stereo not given)	1%	-1%	3%	-1	-9%	0.8	-25	7%	-15
CCCn1c(=S)[nH]c2cc(C(=O)NCC3CCCO3)ccc2c1=O (stereo not given)	8%	0%	-15%	1	0%	-0.8	4	4%	1
O=C(N1CCCCCC1)N1CCN(S(=O)(=O)N2CCOCC2)CC1	56%[activator]	-11%	13%	7	-13%	-0.4	-12	6%	-1
Cc1ccc(NC(=O)c2cnc(SCC(=O)c3ccccc3)n(C)c2=O)cc1	4%	0%	5%	4	-4%	0.1	18	-27%	4
COc1ccc(OC(=O)c2cccc(S(=O)(=O)N3CC(C)OC(C)C3)c2)cc1 (stereo not given)	-13%	-1%	-10%	2	-2%	-0.2	17	-11%	7
CC1=C(C(=O)OCc2ccccc2)C(c2ccc([N+](=O)[O-])cc2)NC(=O)N1C (stereo not given)	-29%	11%	-8%	0	1%	0.0	16	1%	-6
COc1ccc(-c2cc(C(F)(F)F)nc(NCc3cccnc3)n2)cc1	-26%	17%	?	·	2%	-2.0	-2	-10%	12
c1ccc(COc2ccc(OCCn3cncn3)cc2)cc1	-18%	0%	?	0	-1%	0.5	-25	2%	1
CC(CCc1ccccc1)NC(=O)CN(C)Cc1ccccc1F (stereo not given)	0%	23%	?	5	-13%	1.5	-1	1%	41*
COc1ccc(OC2C(=O)N(c3cc(C)ccc3C)C2c2ccc(OC)c(OC)c2)cc1 (stereo not given)	-3%	-5%	14%	-2	3%	-0.3	20	-14%	3
O=C(CCCCn1c(=O)[nH]c2ccsc2c1=O)N1CCN(c2cccc(Cl)c2)CC1	2%	-3%	?	·	·	·	·	·	4
O=C(COC(=O)C1CCC(N2C(=O)C3C4CCC(C4)C3C2=O)CC1)c1ccc(F)cc1 (stereo not given)	0%	0%	2%	5	-8%	0.0	1	8%	1
CCC(C)NC(=O)CN(c1ccc(Cl)c(Cl)c1)S(C)(=O)=O (stereo not given)	0%	6%	-13%	5	-10%	2.8	-22	-2%	-5
(continued)
SMILES	HEK293 tox	GLP1R ag	GLP-1R inv ag	PI5P4Ka inh	PLK1 PBD block	IL2 activator	D3 antag	WRN helicase inh	DRD3 agonist
COc1ccc(CCNC(=O)COc2ncnc3ccccc23)cc1OC	11%	-4%	29%	1	0%	-0.2	-5	-5%	3
COc1ccc(C2CC(=O)c3cnc(NC(=O)c4cccc(OC)c4)nc3C2)cc1 (stereo not given)	-10%	1%	-4%	·	-2%	0.4	-7	6%	2
Cn1cc(C(=O)Nc2ccc(F)c(F)c2)cn1	-21%	-9%	18%	2	-6%	-0.3	-18	2%	2
COC(=O)c1ccc(S(=O)(=O)N(C2CCCCC2)C2CCCCC2)n1C	6%	11%	6%	-3	1%	-0.3	5	-3%	-2
O=C(NCCS(=O)(=O)N1CCN(c2ccccc2F)CC1)C1CC(=O)N(c2ccccc2)C1 (stereo not given)	4%&-1%	-7%	13%&7%	3	-4%	0.3	-1	-1%	-6&3
CS(=O)(=O)c1ccccc1C(=O)NCCC(c1ccccc1)c1ccccc1	0%	5%	?	6	-11%	-1.8	-13	-7%	-8
COc1ccccc1OCCOCCOc1c(C)cc(C)cc1Br	26%	1%	?	21	3%	-0.6	10	-22%	0
Cc1ccc2c(C)c(C(=O)N(C)C(C)c3ccon3)oc2c1C (stereo not given)	-7%	?	-11%	1	?	1.9	12	-3%	-1
O=C(COC(=O)/C=C/c1ccco1)NCc1ccccc1Cl	5%	4%	-10%	-2	-12%	-1.4	-1	-6%	-5
COc1cccc(-c2nc(=S)c3c(n2Cc2ccco2)CCCC3)c1	5%	13%	-17%	·	-28%	-3.7	-24	-18%	-20
Cn1cccc1C(=O)NC(=O)COC(=O)c1cc([N+](=O)[O-])ccc1Cl	2%	16%	9%	-6	-13%	-0.3	8	-16%	4
CC(C)CCN1CCN(Cc2cccn2-c2ccc(Cl)cn2)CC1CCO (stereo not given)	7%	6%	-26%	1	-23%	-0.9	10	2%	-7
COc1ccc(C(=O)NC(C)c2nc3ccccc3n2C)cc1OC (stereo not given)	-3%	13%	28%	-2	-9%	-3.7	-5	-2%	-1
NS(=O)(=O)c1ccc(N2N=C(c3ccccc3)CC2c2ccccc2Br)cc1 (stereo not given)	0%	1%	12%	-16	-1%	-0.7	37	-3%	8
O=C(CNC(=O)c1ccco1)N/N=C/c1ccc(O)cc1O	-17%	1%	?	-5	4%	0.3	7	-4%	0
COc1cccc2cc(C(=O)Nc3cc(Cl)ccc3N3CCOCC3)c(=O)oc12	-8%	4%	8%	-1	-14%	-1.1	1	13%	3
O=C(COc1ccc(S(=O)(=O)N2CCCC2)cc1)NCc1ccccn1	2%	3%	12%	5	-7%	0.2	-5	3%	-7
Cn1cnc2cc(NC(=O)c3cccs3)ccc21	2%	-2%	3%	-5	-6%	-3.7	-11	-3%	2
COc1cccc(-c2nc(CS(=O)(=O)CC(=O)Nc3cccc(C)c3C)c(C)o2)c1	7%	0%	?	2	-16%	-2.8	-26	0%	5
COc1ccc(N2C(=O)CC(NNC(=O)c3ccco3)C2=O)cc1 (stereo not given)	3%	0%	17%	3	-20%	1.1	?	?	-3
COc1ccccc1NC(=O)Cc1nnc(SCC(=O)c2ccc(F)cc2)n1C	-4%	4%	-1%	-1	0%	0.3	7	5%	0
COc1cc2c(cc1NC(=O)c1ccc(C)c([N+](=O)[O-])c1)oc1ccccc12	4%	2%	28%	3	-8%	-1.6	0	6%	-3
CCCCn1c(SCC(=O)N2CC(C)CC(C)C2)nc2cc(S(N)(=O)=O)ccc21 (stereo not given)	-8%	22%	7%	·	-2%	-2.0	-4	-5%	-19
CCOCCCNC(=O)C(NC(=O)c1ccc(NC(C)=O)cc1)c1ccc(Cl)cc1 (stereo not given)	-1%	0%	-6%	3	-11%	2.4	-21	7%	-6
C=CC(COCc1ccccc1)N(Cc1ccccc1)S(=O)(=O)c1ccccc1Br (stereo not given)	-9%	-3%	10µM*	4	3%	-0.3	?	-3%	-5

Record cards (already shown). Order of screens: HEK293 tox	GLP1R ag	GLP-1R inv ag	PI5P4Ka inh	PLK1 PBD block	IL2 activator	D3 antag	WRN helicase inh	DRD3 agonist
`COc1ccccc1OCCOCCOc1c(C)cc(C)cc1Br` across the screens: 26%	1%	?	21	3%	-0.6	10	-22%	0
`COc1cccc(-c2nc(=S)c3c(n2Cc2ccco2)CCCC3)c1` across the screens: 5%	13%	-17%	·	-28%	-3.7	-24	-18%	-20
`CCCCn1c(SCC(=O)N2CC(C)CC(C)C2)nc2cc(S(N)(=O)=O)ccc21` (stereo not given) across the screens: -8%	22%	7%	·	-2%	-2.0	-4	-5%	-19
`CCOCCCNC(=O)C(NC(=O)c1ccc(NC(C)=O)cc1)c1ccc(Cl)cc1` (stereo not given) across the screens: -1%	0%	-6%	3	-11%	2.4	-21	7%	-6
`Cn1cnc2cc(NC(=O)c3cccs3)ccc21` across the screens: 2%	-2%	3%	-5	-6%	-3.7	-11	-3%	2

(cont.)
SMILES	HEK293 tox	GLP1R ag	GLP-1R inv ag	PI5P4Ka inh	PLK1 PBD block	IL2 activator	D3 antag	WRN helicase inh	DRD3 agonist
O=C(c1ccccc1F)N1CCc2ccccc21	4%	2%	?	0	-11%	0.0	?	-6%	-5
O=S(=O)(/N=C(/Nc1ccc(F)cc1F)c1ccccc1)c1ccccc1	-6%	0%	3%	0	-3%	0.6	2	-22%	0
O=C(O)c1cn(-c2ccc(F)cc2)c(=O)c2ccccc12	6%	2%	14%	6	-15%	-3.6	10	3%	-2
CO[C@@H]1CN(C)C(=O)c2cc(NC(=O)NC3CCCCC3)ccc2OC[C@@H](C)N(CCc2ccccc2)C[C@@H]1C	-5%	·	?	-9	-4%	-0.7	?	11%	-9
COc1ccc(-n2c(Cc3cc(=O)[nH]c(=O)[nH]3)nnc2SCC(=O)N2CCCC2)cc1	-3%	2%	18%	-1	-9%	2.4	-5	5%	6
c1ccc(NCC2OCc3ccccc3CO2)cc1	-2%	-12%	8%	-1	-1%	4.4	-5	5%	6
COc1ccc(OC)c(N2Cc3cc(C)c(C)cc3C2)c1	?	1%	0%	·	-12%	-0.2	-7	-11%	3
Cc1[nH]c(=O)c(C#N)c(C)c1Br	0%	2%	1%	·	1%	1.3	9	-5%	-2

Screening results from PubChem.
